# pCIP destab = p/CIP protein destabilization; 290,000 tested, 0.01% active; AID 1984; F442A p/CIP-EGFP cells, EGFP fluorescence, 16 h; Q05BA5; decrease of EGFP signal, % at 10 µM;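 active means EGFP signal decrease of at least 30% at 10 µM or well 3 SD below plate mean, unless failing retest; inactive means the rest, including hits failing retest or dose response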; further: some compounds called inactive have numbers as strong as hits; many of its hits are not listed in these tables
# IDE cell inh = cellular human IDE inhibition; HEK cells, FAbetaB cleavage, fluorescence polarization; P14735; 320,000 tested, 0.41% active; inhibition, % at 5.59 µM; AID 434962;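 active means percent inhibition above the average of all tested compounds plus 3 SD, set per screening campaign, cut at about 16% in these data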;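 further: IDE supplied by intact live HEK cells; FP after avidin binding of uncleaved biotin substrate so inhibition keeps polarization high; 0% = DMSO wells and 100% = 60 µM reference IDE inhibitor Ii1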
# Target sequence (P14735 whole entry, looked up): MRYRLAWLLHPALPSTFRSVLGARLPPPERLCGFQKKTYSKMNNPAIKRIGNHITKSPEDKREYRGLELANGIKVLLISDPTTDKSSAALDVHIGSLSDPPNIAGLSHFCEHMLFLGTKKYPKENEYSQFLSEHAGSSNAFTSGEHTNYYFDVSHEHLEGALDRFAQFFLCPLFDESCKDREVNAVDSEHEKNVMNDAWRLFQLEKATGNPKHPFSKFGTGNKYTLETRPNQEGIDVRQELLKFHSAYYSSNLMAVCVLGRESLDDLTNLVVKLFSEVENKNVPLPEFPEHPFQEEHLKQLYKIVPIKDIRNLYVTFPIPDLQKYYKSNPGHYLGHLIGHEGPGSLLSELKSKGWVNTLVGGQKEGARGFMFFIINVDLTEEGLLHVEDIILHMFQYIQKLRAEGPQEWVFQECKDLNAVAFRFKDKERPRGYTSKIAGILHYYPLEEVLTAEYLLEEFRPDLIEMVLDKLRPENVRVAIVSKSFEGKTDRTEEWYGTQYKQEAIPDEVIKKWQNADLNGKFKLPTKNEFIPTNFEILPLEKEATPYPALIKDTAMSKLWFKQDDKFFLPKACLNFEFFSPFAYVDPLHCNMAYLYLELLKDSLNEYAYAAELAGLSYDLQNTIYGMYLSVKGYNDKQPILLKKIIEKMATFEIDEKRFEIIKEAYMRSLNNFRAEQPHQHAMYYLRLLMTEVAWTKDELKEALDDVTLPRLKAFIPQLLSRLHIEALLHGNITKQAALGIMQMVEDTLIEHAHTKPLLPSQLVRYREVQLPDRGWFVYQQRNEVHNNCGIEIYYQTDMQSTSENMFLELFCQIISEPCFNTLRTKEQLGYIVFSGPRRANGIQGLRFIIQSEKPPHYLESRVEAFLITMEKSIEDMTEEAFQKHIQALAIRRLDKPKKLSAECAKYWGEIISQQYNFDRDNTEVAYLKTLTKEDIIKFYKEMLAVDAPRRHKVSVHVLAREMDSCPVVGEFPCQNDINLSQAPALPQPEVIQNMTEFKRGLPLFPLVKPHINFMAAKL
# SUMO HTRF inh = SUMOylation inhibition | inhibition, % at 35 µM | P63279 | HTRF SUMOylation assay, SAE1/SAE2 + UBC9, in vitro | 290,000 tested, 0.36% active; in the data active means inhibition above about 50%, passing the limit was not always enough; further: strong numbers were not always called active
# IDE act = IDE (human) activation, cell-based; P14735; AID 493087; HEK cells, FAbeta-B cleavage, fluorescence polarization; 0% vehicle, 100% cell-free pure enzyme wells; activation, % at 5.96 µM; 340,000 tested, 0.073% active;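 active means activation above the mean of all tested compounds plus 3 SD, set per screening campaign, cut at about 17% in these data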
# GalR3 antagonist = human GalR3 antagonism; inhibition, % at 3 µM; HEK293 GalR3-CNG cAMP membrane potential fluorescence; galR3 body fused to GalR1 C-terminus; 360,000 tested, 0.44% active;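 active means inhibition above the screen-wide average plus 3 SD, cut at about 13% in these data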;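 further: forskolin and galanin both at EC90 stimulate the cells; cAMP rise reported by CNG channel membrane potential dye signal; 0% = forskolin plus galanin with DMSO and 100% = forskolin alone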
# VIM-2 inhibitor = inhibitors of Pseudomonas aeruginosa VIM-2 metallo-beta-lactamase | purified VIM-2, nitrocefin hydrolysis, epi-absorbance fluorescence | inhibition, % at 5.6 µM | 290,000 tested, 0.89% active;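 active means inhibition above the mean of all tested compounds plus 3 SD, cutoff set per screening run, cut at about 7.5% in these data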;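 further: red hydrolysis product quenches plate fluorescence so inhibitors raise well fluorescence; 0% = enzyme with DMSO and 100% = DMSO without enzyme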
# IMP-1 inh = blocks Pseudomonas aeruginosa IMP-1 metallo-beta-lactamase. 290,000 tested, 0.45% active. inhibition, % at 5.6 µM. purified IMP-1, nitrocefin hydrolysis, epi-absorbance fluorescence. AID 1556;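 active means inhibition above the mean plus 3 SD of all compounds in the same screening run, cut at about 4.5% in these data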;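 further: 0% = IMP-1 with DMSO and 100% = DMSO wells lacking enzyme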
#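 system = purified recombinant IMP-1 beta-lactamase | amount = 0.2 nM IMP-1, as dispensed | medium = HEPES buffer pH 7.1 with ZnSO4 and Brij 35 | times = 25 °C, 15 min preincubation, 25 min reaction | detection = plate fluorescence quenching by hydrolysis product, ex 480/em 530 nm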
# CRFR2-BP antag = antagonists of CRF-binding protein/CRF-R2 receptor complex. HEK293 CRF-R2/CRF-BP, CRF-induced calcium fluorescence. inhibition, % at 11.8 µM. 350,000 tested, 0.59% active. AID 588475;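 active means inhibition of the ligand-induced calcium signal above about 50% at the single tested concentration, limit read from the data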
# NS3 helicase inh = HCV NS3 helicase inhibition | inhibition, % at 10.9 µM | 290,000 tested, 0.56% active | AID 1800 | NS3 helicase DNA unwinding, Cy5 molecular beacon fluorescence;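 active means inhibition above the mean of all tested compounds plus 3 SD, set per campaign, cut at about 35% in these data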;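 further: 0% = DMSO wells and 100% = thioflavine S control wells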
#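 Control set: DMSO versus 110 µM thioflavine S; Material: NS3 helicase fragment of HCV; Measured by: Cy5 fluorescence at 0 and 60 min, beacon hairpin quenching; Read-out basis: percent inhibition from t60/t0 fluorescence ratio; Times: reaction time 60 min, 25 °C; Repeats: single replicate; Compound dosing: single dose, 10.9 µM nominal final, DMSO 0.8% final.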
# An asterisk follows results filed as active; / = no result given. Rows were taken by chance, and some 3.2% of all compounds hit somewhere here.
entry	Molecule	pCIP destab	IDE cell inh	SUMO HTRF inh	IDE act	GalR3 antagonist	VIM-2 inhibitor	IMP-1 inh	CRFR2-BP antag	NS3 helicase inh
1	CCCc1cc2c(=O)c(-c3ccccn3)c(C)oc2cc1O	2	3	2	-2	-2	-0.4	0.1	9	4
2	Cc1cc(C)c(/C=N/NC(=O)c2nnn(-c3nonc3N)c2CN2CCC(C)CC2)c(C)c1	-6	-2	-41	3	-10	-3.8	-4.3	4	-42
3	O=C(O)[C@@H]1CCCN1C(=O)c1ccccc1N1C(=O)[C@@H]2Cc3c([nH]c4ccccc34)C(c3cccc(Cl)c3)N2C1=O (some centres undefined)	-8	1	4	5	-7	0.3	-2.0	-2	-14
4	COc1ccc(CN2CCN(Cc3ccc4cc(F)ccc4n3)CC2CCO)c(C)c1C (centres undefined)	1	2	4	-2	-1	-2.1	-1.7	8	-24
5	COc1ccc(C2=NN(c3ccccc3)C(c3ccc(OC)c(OC)c3)C2)cc1 (centres undefined)	8	3	13	3	-9	1.6	0.6	33	-7
6	CCNc1nc(OC)nc(SCC(N)=O)n1	0	0	2	1	-1	-6.7	-7.0	-9	3
7	CS(=O)(=O)c1ccc(Cl)c(NC(=O)CCCSc2ccccc2)c1	-11	1	2	-5	-10	-1.3	-2.5	4	6
8	Cc1ccc(N=N/C(=C\O)C(=O)c2ccncc2)cc1	-1	-8	4	6	-3	2.2	-0.6	13	-14

# Continuation:
entry	Molecule	pCIP destab	IDE cell inh	SUMO HTRF inh	IDE act	GalR3 antagonist	VIM-2 inhibitor	IMP-1 inh	CRFR2-BP antag	NS3 helicase inh
9	Cc1ccc(C(=O)N2CCN(c3ccccc3)CC2)cc1S(=O)(=O)N1CCOCC1	-16	-5	17	7	-2	-0.4	-1.3	-27	-15
10	Cc1ccc(S(=O)(=O)NCc2ccccn2)cc1C	-1	-1	-1	3	-10	-1.3	-1.6	9	6
11	CCCCCCc1c(O)nc(SCC(=O)O)[nH]c1=O	-2	-6	24	8	1	/	/	15	/
12	CC(C)(O)c1cc2ccc(C#CCCN3C(=O)c4ccccc4C3=O)cc2c(=O)o1	/	3	/	6	-2	/	/	-8	/
13	CC(C)Cn1c(SCC(=O)N2CCc3ccccc3C2)nc(O)cc1=O	/	-3	/	2	-4	/	/	-5	/
14	O=C(Nn1cnnc1)c1ccccc1CCc1ccccc1	-13	1	9	1	-3	-3.0	-4.5	24	10
15	CCc1ccc(OCC(=O)N/N=C\c2ccco2)c([N+](=O)[O-])c1	-3	1	26	7	-4	0.9	0.0	28	14
16	C=CCn1c(-c2ccco2)n[nH]c1=S	4	2	-17	1	-2	5.2	-6.8	-3	7

# Ordered by formula weight (descending): some entries from above
entry	Molecule	pCIP destab	IDE cell inh	SUMO HTRF inh	IDE act	GalR3 antagonist	VIM-2 inhibitor	IMP-1 inh	CRFR2-BP antag	NS3 helicase inh
3	O=C(O)[C@@H]1CCCN1C(=O)c1ccccc1N1C(=O)[C@@H]2Cc3c([nH]c4ccccc34)C(c3cccc(Cl)c3)N2C1=O (some centres undefined)	-8	1	4	5	-7	0.3	-2.0	-2	-14
2	Cc1cc(C)c(/C=N/NC(=O)c2nnn(-c3nonc3N)c2CN2CCC(C)CC2)c(C)c1	-6	-2	-41	3	-10	-3.8	-4.3	4	-42
4	COc1ccc(CN2CCN(Cc3ccc4cc(F)ccc4n3)CC2CCO)c(C)c1C (centres undefined)	1	2	4	-2	-1	-2.1	-1.7	8	-24
9	Cc1ccc(C(=O)N2CCN(c3ccccc3)CC2)cc1S(=O)(=O)N1CCOCC1	-16	-5	17	7	-2	-0.4	-1.3	-27	-15
12	CC(C)(O)c1cc2ccc(C#CCCN3C(=O)c4ccccc4C3=O)cc2c(=O)o1	/	3	/	6	-2	/	/	-8	/
5	COc1ccc(C2=NN(c3ccccc3)C(c3ccc(OC)c(OC)c3)C2)cc1 (centres undefined)	8	3	13	3	-9	1.6	0.6	33	-7
7	CS(=O)(=O)c1ccc(Cl)c(NC(=O)CCCSc2ccccc2)c1	-11	1	2	-5	-10	-1.3	-2.5	4	6
13	CC(C)Cn1c(SCC(=O)N2CCc3ccccc3C2)nc(O)cc1=O	/	-3	/	2	-4	/	/	-5	/
15	CCc1ccc(OCC(=O)N/N=C\c2ccco2)c([N+](=O)[O-])c1	-3	1	26	7	-4	0.9	0.0	28	14
1	CCCc1cc2c(=O)c(-c3ccccn3)c(C)oc2cc1O	2	3	2	-2	-2	-0.4	0.1	9	4
14	O=C(Nn1cnnc1)c1ccccc1CCc1ccccc1	-13	1	9	1	-3	-3.0	-4.5	24	10
11	CCCCCCc1c(O)nc(SCC(=O)O)[nH]c1=O	-2	-6	24	8	1	/	/	15	/
10	Cc1ccc(S(=O)(=O)NCc2ccccn2)cc1C	-1	-1	-1	3	-10	-1.3	-1.6	9	6
8	Cc1ccc(N=N/C(=C\O)C(=O)c2ccncc2)cc1	-1	-8	4	6	-3	2.2	-0.6	13	-14
6	CCNc1nc(OC)nc(SCC(N)=O)n1	0	0	2	1	-1	-6.7	-7.0	-9	3
16	C=CCn1c(-c2ccco2)n[nH]c1=S	4	2	-17	1	-2	5.2	-6.8	-3	7

# New compounds follow:
entry	Molecule	pCIP destab	IDE cell inh	SUMO HTRF inh	IDE act	GalR3 antagonist	VIM-2 inhibitor	IMP-1 inh	CRFR2-BP antag	NS3 helicase inh
17	COC(=O)c1cc(Br)c(=O)n(CCc2ccc(O)cc2)c1	-21	3	14	1	2	-0.9	-1.2	8	3
18	COc1ccc(N2CCN(CCNC(=O)c3ccc4nc5ccccc5c(=O)n4c3)CC2)cc1	-2	/	17	-2	-7	7.4	-1.7	10	-19
19	OC1(c2ccc(Cl)cc2)CCN(Cc2cn[nH]c2-c2ccccc2)CC1	-10	-1	34	8	-2	-2.4	-2.8	-3	-10
20	CC(=O)Nc1ccc(NC(=O)C2CCN(c3ccc(C(F)(F)F)cn3)CC2)cc1	16	1	-3	-15	-1	-0.5	-1.4	14	-4
21	Cc1ccc2c(c1)N(C(=O)CCC(=O)N1CCN(c3ccccc3)CC1)CCO2	4	2	-17	-4	/	-4.2	-1.9	15	-6
22	CCN(CC(=O)Nc1c(F)cccc1F)C(=O)CN1C(=O)C2CCCCC2C1=O (centres undefined)	/	0	/	6	-2	/	/	-6	/
23	c1ccc(CN2c3ccccc3-c3nc4ccccc4n3C2c2ccccn2)cc1 (centres undefined)	2	5	5	3	-8	-3.0	-2.5	48	-12
24	CCOC(=O)Cc1cc(=O)n(-c2nc3ccccc3s2)[nH]1	-4	5	17	2	-4	-3.1	-5.3	3	36

# Carrying on:
entry	Molecule	pCIP destab	IDE cell inh	SUMO HTRF inh	IDE act	GalR3 antagonist	VIM-2 inhibitor	IMP-1 inh	CRFR2-BP antag	NS3 helicase inh
25	O=c1cc(N2CCN(c3ccc(F)cc3)CC2)[nH]c(=O)n1C1CCCCC1	-12	-4	13	-4	2	-0.2	-1.7	-27	-3
26	Cn1c(=O)c2nc(-c3ccccc3)oc2c2ccccc21	7	0	7	2	-6	2.0	-3.2	17	-4
27	CCOC(=O)N1CCN(C(=O)CNCc2cccs2)CC1	7	2	-9	1	-2	-1.8	-1.7	-22	8
28	O=C(CNC(=O)c1cccs1)OCC(=O)c1cccs1	-10	2	2	6	-5	-2.6	-5.0	-2	2
29	O=C(COC(=O)c1cc(Br)ccc1O)NNC(=O)c1ccc(Cl)cc1	/	-1	/	3	3	/	/	12	/
30	NNc1ccc2nnc(C(F)(F)C(F)(F)C(F)(F)F)n2n1	4	-6	-2	3	3	-1.0	-4.6	-8	1
31	CC(C)CCN1CCN=C1N(C)C	/	3	/	-2	-1	/	/	-6	/
32	COc1ccc(-c2csc(NC(CO)c3nc4ccccc4n3CCCO)n2)cc1 (centres undefined)	/	2	/	6	-4	/	/	-5	/

# Next structures follow.
entry	Molecule	pCIP destab	IDE cell inh	SUMO HTRF inh	IDE act	GalR3 antagonist	VIM-2 inhibitor	IMP-1 inh	CRFR2-BP antag	NS3 helicase inh
33	CC(C)C(=O)Nc1ccc(C(=O)CN2C(=O)NC3(CCOc4ccccc43)C2=O)cc1 (centres undefined)	/	-5	/	4	-6	/	/	-15	/
34	CC1(C)CC[C@]2(C(=O)O)[C@H](O)C[C@]3(C)C(=CCC4[C@@]5(C)C[C@H](O)[C@H](O)[C@@](C)(CO)C5CC[C@]43C)[C@@H]2C1 (some centres undefined)	/	10	/	1	-5	/	/	-15	/
35	Cc1ccc(NC(=O)C2CCCN2C(=O)NC2CCCCC2)cc1F (centres undefined)	-15	-1	4	0	-10	-2.0	-2.2	13	4
36	OC(CN1CCCCC1)Cn1c2ccccc2c2ccccc21 (centres undefined)	-6	0	-5	-3	-14	0.3	1.0	-9	-31
37	CCc1nc(OCCN(CC)CC)c2oc3ccccc3c2n1	-4	4	13	4	-2	4.6	-4.5	8	-9
38	CC1CCCC(C)N1c1nnc(NC(=O)Cn2c(=O)oc3ccccc32)s1 (centres undefined)	-14	3	8	5	3	-3.9	-3.9	-21	-7
39	NS(=O)(=O)c1ccc(CCNc2ncnc3sccc23)cc1	-20	9	-1	5	4	0.1	0.1	3	-9
40	O=C(c1ccc(Cl)cc1)N1CCN(c2ccc(F)cc2)CC1	-9	6	-2	5	-1	-3.1	-5.6	-1	2

# Next part:
entry	Molecule	pCIP destab	IDE cell inh	SUMO HTRF inh	IDE act	GalR3 antagonist	VIM-2 inhibitor	IMP-1 inh	CRFR2-BP antag	NS3 helicase inh
41	Cc1c(NC(=O)COc2cccc(Br)c2)c(=O)n(-c2ccccc2)n1C	-7	5	4	5	-7	-1.0	-1.4	3	-6
42	CCCc1cc(=O)[nH]c(SCC(=O)N(Cc2ccccc2)C(C)C)n1	1	4	10	6	-2	-1.2	-1.8	26	-6
43	OCCNc1c2ccccc2nc2c(F)c(F)c(F)c(F)c12	-8	3	9	-4	0	1.2	-0.6	-113	9
44	COc1ccc(S(=O)(=O)NCCOc2ccc(Cl)cc2)cc1	/	2	/	5	0	/	/	-6	/
45	C/C=C/c1ccc(OCC(=O)O)c(OC)c1	-5	-1	24	4	-1	-1.8	-2.1	8	2
46	O=C(CN1C(=O)NC2(CCCCCCC2)C1=O)NCc1ccc2c(c1)OCO2	2	-3	4	2	-3	2.0	3.3	-6	-2
47	O=[N+]([O-])c1ccc(Oc2cccc3cccnc23)c([N+](=O)[O-])c1	-10	12	12	-6	-1	0.4	-1.4	-100	16
48	COc1ccc(CNC(=O)CCNS(=O)(=O)c2ccc3c(c2)oc(=O)n3C)cc1	-15	3	-1	2	/	-2.2	-1.8	4	2

# Source: PubChem BioAssay
